# Assay outcomes (PubChem)
# Vif-APOBEC3F blk: qHTS for Inhibitors of Vif-A3F Interactions: qHTS. HeLa A3F-eYFP + Vif (tagged APOBEC3F with the HIV-1 protein that degrades it), YFP fluorescence increase. Potency, µM (highest dose often 46.1 µM), for inactives: top-dose activity, negative = active. hit rate 0.2% among 390,000; further: potency means the concentration at half of the fitted maximal effect; % of control where 0% means no effect; nearly all actives have a fitted effect of over 65% in size
#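 HeLa cells stably expressing A3F-eYFP plus Vif, plated and incubated overnight at 37 deg C, then exposed to compounds overnight at 37 deg C. Blocked degradation read as raised yellow fluorescence (Ex 488/Em 500-530).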
# ERG Ets-DNA blk: qHTS for Small Molecule Inhibitors of the ERG Ets/DNA interaction. Transcriptional regulator ERG (Homo sapiens), P11308. fluorescence polarization, His-ERG Ets domain / labelled DNA. Potency, µM (titrated, usually from 76.9 µM), inactives show top-dose FP activity, negative = inhibition, actives largely listed as inhibitors. hit rate 0.028% among 370,000. AID 624246, 2012; active means well fitted inhibition curve with a large enough effect in the polarisation, with a control signal flat; inconclusive means small, poorly fitted or top-dose-only effect, or effect the other way, or a change in a side signal; inactive means no such curve, though single readings can be large or run the other way; the % refers to the polarisation;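 further: polarization taken with two DNA probes labelled with fluorescein and Texas red; potency means the concentration at half of the fitted maximal effect; % of control where 0% means no effect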
#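 His-tagged ERG Ets domain (1 uM in the protein solution; 300mM KCl, 50mM Tris-HCl, 1mM EDTA, 1mM DTT, pH 7.5) received compound, then a probe mix of 5 nM fluorescein-DNA and 100nM Texas-615-DNA. Fluorescence polarization was read for both dyes.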
# RGS4 inh: Inhibitors of Regulator of G Protein Signaling (RGS) 4: qHTS. Regulator of G-protein signaling 4 (Homo sapiens), P49798. Transcreener GDP fluorescence polarization, RGS4-accelerated GTP hydrolysis. Potency, µM (top dose mostly 114 µM), for inactives: at the highest dose activity change, negative = inhibition, usual class: inhibitors. hit rate 0.039% among 390,000; further: potency means the concentration at half of the fitted maximal effect; on the % scale 0 is the no-effect control and ±100 the full control effect; nearly all actives have a fitted effect of over 75% in size; some results filed as inactive show a strong effect at the top dose
#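 MLSMR compounds (23 nl, pin-transferred) preincubated 10 min at room temperature with a 500nM (2x) first reagent, then RGS4 at 900nM (2x) plus Transcreener GDP mix added; fluorescence polarization (620/688 nm) read before and after 90 min at 30 °C.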
# Vif-A3G inh: qHTS for Inhibitors of Vif-A3G Interactions: qHTS. DNA dC->dU-editing enzyme APOBEC-3G (Homo sapiens), Q9HC16. HeLa A3G-eYFP + Vif (tagged APOBEC3G with the HIV-1 protein that degrades it), YFP fluorescence, overnight. Potency, µM (titrated, usually from 46.1 µM), inactives show top-dose activity, negative = active, most hits filed as inhibitors. hit rate 0.076% among 410,000. AID 602310, 2012;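 further: potency means the concentration at half of the fitted maximal effect; on the % scale 0 is the no-effect control and ±100 the full control effect; nearly all actives have a fitted effect of over 60% in size; hits raise eYFP signal because A3G escapes Vif-driven loss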
#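 Read-out is eYFP fluorescence (Ex 488/Em 500-530) from Vif-expressing HeLa A3G-eYFP cells; more signal means A3G escaped Vif-mediated degradation. Cells plated overnight, compound pinned in, incubated overnight at 37 deg C.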
# D2 agonist: HTS Assay for Allosteric Agonists of the Human D2 Dopamine Receptor: Primary Screen for Agonists; D(2) dopamine receptor (Homo sapiens), P14416; HEK293 T-REx D2 cells, calcium flux agonist mode; activation, % at 2 µM; hit rate 0.53% among 340,000; AID 485358, 2010;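 active means activation over 3 SD above normal in the single-dose calcium agonist read, cut at about 30% in these data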; further: 0% is about no effect
# Target sequence (P14416 whole entry, looked up): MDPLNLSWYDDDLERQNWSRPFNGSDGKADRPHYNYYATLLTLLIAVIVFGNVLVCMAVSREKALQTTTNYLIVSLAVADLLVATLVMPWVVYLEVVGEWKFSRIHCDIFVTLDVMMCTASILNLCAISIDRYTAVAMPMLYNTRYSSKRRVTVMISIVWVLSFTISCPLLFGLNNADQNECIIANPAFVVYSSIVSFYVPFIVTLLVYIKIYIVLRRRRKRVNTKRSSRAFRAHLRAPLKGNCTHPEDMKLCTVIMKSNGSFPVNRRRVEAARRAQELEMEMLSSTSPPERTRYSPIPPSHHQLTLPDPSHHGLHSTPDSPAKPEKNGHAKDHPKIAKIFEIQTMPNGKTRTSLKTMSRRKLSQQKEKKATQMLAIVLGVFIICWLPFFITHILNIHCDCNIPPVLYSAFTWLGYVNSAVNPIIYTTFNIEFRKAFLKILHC
#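 Agonism scored from kinetic calcium signal (1 read/sec, 180 s) following compound pin transfer, after a 10 s baseline. Cells: HEK293 Trex line expressing inducible D2 receptor coupled to calcium, dye-loaded after overnight culture at 30 C.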
# ALOX12 inh: Primary qHTS assay for inhibitors of human arachidonate 12S-lipoxygenase (ALOX12): Round 2 | AID 1671190, 2021 | purified 12hLO, xylenol orange hydroperoxide absorbance | hit rate 1.1% among 580,000 | Polyunsaturated fatty acid lipoxygenase ALOX12 (Homo sapiens), P18054 | Potency, µM (doses to about 108 µM), without a hit: at the highest dose activity change, negative = inhibition, actives largely listed as inhibitors; further: potency means the concentration at half of the fitted maximal effect; on the % scale 0 is the no-effect control and ±100 the full control effect
# Target sequence (P18054 whole entry, looked up): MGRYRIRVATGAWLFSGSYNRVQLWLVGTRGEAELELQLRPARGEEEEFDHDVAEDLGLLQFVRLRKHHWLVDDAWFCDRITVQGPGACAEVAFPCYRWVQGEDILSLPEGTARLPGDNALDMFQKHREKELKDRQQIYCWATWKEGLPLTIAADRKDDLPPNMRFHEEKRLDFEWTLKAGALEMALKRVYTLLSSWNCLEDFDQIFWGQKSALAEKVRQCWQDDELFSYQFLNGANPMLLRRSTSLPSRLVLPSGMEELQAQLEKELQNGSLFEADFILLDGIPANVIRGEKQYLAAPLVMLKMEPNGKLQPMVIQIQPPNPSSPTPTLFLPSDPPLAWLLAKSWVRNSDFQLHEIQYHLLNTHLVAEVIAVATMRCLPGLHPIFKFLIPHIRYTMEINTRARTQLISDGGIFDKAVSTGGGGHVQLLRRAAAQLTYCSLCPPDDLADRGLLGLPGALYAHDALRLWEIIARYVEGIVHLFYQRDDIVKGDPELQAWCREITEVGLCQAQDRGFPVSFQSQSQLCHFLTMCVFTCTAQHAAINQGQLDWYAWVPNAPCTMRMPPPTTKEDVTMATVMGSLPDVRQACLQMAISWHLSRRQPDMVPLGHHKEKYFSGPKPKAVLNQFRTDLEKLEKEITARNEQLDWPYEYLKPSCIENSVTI
#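 Purified human 12hLO at 150 nM in 25 mM Hepes, 0.01% Triton X-100, pH 7.0, preincubated 15 min at room temperature with compound. Reaction started with 40 uM arachidonic acid, 30 min at room temperature. Hydroperoxide measured by Fe-xylenol orange, 573/405 nm absorbance ratio.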
# Glioma ERSR ind: qHTS for Inducers of the Endoplasmic Reticulum Stress Response (ERSR) in Human Glioma: qHTS; U87-MG GRP78 promoter luciferase reporter, 16 h; Potency, µM, for inactives: at the highest dose activation, most hits filed as activators; hit rate 0.02% among 420,000; AID 602332, 2012; further: potency means the concentration at half of the fitted maximal effect; series mostly up to about 76 µM; % of control where 0% means no effect; nearly all actives have a fitted effect of over 35% in size
#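 ERSR induction read as luciferase luminescence (Bright-Glo, 10 min at room temperature) in stably transfected human U87-MG glioma cells exposed to compounds for 16 h, using GRP78 as sensor.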
# D2 antagonist: HTS Assay for Allosteric Antagonists of the Human D2 Dopamine Receptor: Primary Screen for Antagonists; AID 485344, 2010; hit rate 2% among 340,000; HEK293 TREx D2 cells, calcium flux, dopamine EC80; D(2) dopamine receptor (Homo sapiens), P14416; inhibition, % at 10 µM; in the data active means inhibition above about 30%; further: 0% is about no effect
#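 HEK293 T-REx D2 cells, tet-induced, calcium dye no-wash. Cpd pintool add, 180 s kinetic, then EC80 DA, 180 s kinetic. Ca flux read.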
# LDHA block: qHTS assay for inhibitors of human lactate dehydrogenase | purified LDHA, NADH/diaphorase-resazurin fluorescence; active compounds read low | activity change, % (values are at about 110 or 230 µM) | hit rate 0.15% among 480,000 | AID 1347041, 2019; in the data active means activity change below about -30%; inconclusive means mostly about -25% to -30%;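 further: plate controls were DMSO wells for no effect and wells without enzyme for full effect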
#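 Human LDH5 at 2 nM final in Tris HCl pH 7.4 with 0.06 mM NADH and 0.2 mM pyruvate, reacted 5 minutes at room temperature. Remaining NADH coupled via diaphorase/resazurin; resorufin fluorescence read at 0 and 20 minutes, normalized to enzyme-free and DMSO wells.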
# The depositor's hits bear a star; i = inactive; ? = inconclusive; · = no result given; & = joins results of further samples; [ ] = another dose, or the depositor's remark. Unless noted, the call rests on the fitted dose curve; in most records, active means well fitted curve in the direction sought with a large enough effect; inconclusive means small, poorly fitted or top-dose-only effect, or another doubt; inactive means no such curve, though single readings can be large; an effect the other way counts as inactive or inconclusive.
SMILES,Vif-APOBEC3F blk,ERG Ets-DNA blk,RGS4 inh,Vif-A3G inh,D2 agonist,ALOX12 inh,Glioma ERSR ind,D2 antagonist,LDHA block
O=C(NCc1cccnc1)c1ccc(-c2ccccc2[N+](=O)[O-])o1,0%,0%,-18%,2%,-2.2,13%,4%,85*,24
O=C(/C=C/c1cccs1)N1CCN(Cc2ccc3c(c2)OCO3)CC1,-1%,?,3%,2%,-0.1,-16%,1%,-4,-2
O=S(=O)(c1ccc(Cl)cc1)N1CCN=C1SCc1ccc(Cl)c(Cl)c1,-13%,4%,-6%,-6%,16,-2%,-3%,2,-6
COC(=O)/C(C#N)=C/c1c(N2CCN(c3ccccc3)CC2)nc2ccccn2c1=O,3%,8%,-8%,-7%,-0.1,·,3%,-10,2
O=C(COC(=O)c1ccc2ccccc2c1)Nc1ncc(C(F)(F)F)cc1Cl,-14%,-1%,23%,2%,-1.2,?,-5%,7,-7
O=C(CCCN1CCOCC1)c1ccc2c(c1)OCCO2,-7%,·,-10%,-2%,0.2,-7%,-6%,-7,-2
CCOc1ccccc1OCC(=O)Nc1nnc(C)s1,-7%,·,-18%,-6%,-1.0,7%,-2%,1,0
COc1ccccc1N1CCN(C(=O)c2ccoc2C)CC1,-7%,-5%,6%,-4%,1.2,i,-3%,35*,-8
C[C@H](CO)N1C[C@H](C)[C@@H](CN(C)C(=O)Nc2ccc(C(F)(F)F)cc2)Oc2ccc(NC(=O)NC3CCCCC3)cc2C1=O,-1%,0%,22%,0%,·,-22%,-2%,·,0
O=C(NCc1ccccn1)c1cc(-n2cnnc2)ccc1Cl,-4%,3%,-10%,-2%,0.0,2%,-4%,8,-2
COc1ccc(C2NC(=O)NC(C)=C2[N+](=O)[O-])cc1 (configuration not stated),2%,-7%,7%,-3%,0.8,?,0%,-12,0
CN1CCN(c2ccc3c(c2)C2CC3CCN2C(=O)OCc2ccccc2)CC1 (configuration not stated),7%,6%,25%,6%,·,?,16%,·,-7
Cc1c(CCC(C)C)c(=O)n2c([nH]c3ccccc32)c1C#N,-1%,0%,0%,0%,-0.3,·,-3%,-2,8
COc1ccc2oc(C)c(C(=O)Cn3ccnc3)c2c1,5%,6%,1%[11.4 µM],0%,·,7%,-8%,·,-5
CCOC(=O)COn1c(-c2cccc(Cl)c2)nc2ccc([N+](=O)[O-])cc21,-2%,1%,31%,0%,-0.6,?,6%,-6,3
CCOC(=O)Cn1cnc2sc(C(=O)OC)c(C)c2c1=O,2%,5%,4%[11.4 µM],0%,0.9,5%,1%,1,-1
O=S(=O)(c1cccc(-c2nnc3n2CCCCC3)c1)N1CCCC1,-13%,-2%,-14%,-3%,0.2,-6%,-4%,22,-3
Cc1ccc2[nH]c3c(=O)n(CC(=O)NCCc4ccc(Cl)cc4)ncc3c2c1,2%&-13%,-4%&1%,4%&-13%,-9%&-3%,0.3&1.2,?,-1%&2%,5,-2&-5
CCN(Cc1ccccc1)S(=O)(=O)c1ccc(F)c(C(=O)Nc2ccc(C(C)C)cc2)c1,5%,2%,29%,2%,-0.5,?,1%,·,-10
COc1ccccc1C(=O)Nc1ccc(C(=O)Nc2ccccc2C(=O)O)cc1,0%,2%,-10%,-19%,0.0,?,-1%,6,-13
CC(=O)N1CC=C2C(C#N)=C(N)C(C#N)(C#N)[C@H](c3ccoc3)[C@H]2C1,-12%,-11%,-16%,-5%,0.0,-8%,-4%,-21,4
O=C(CCc1nc(-c2ccccc2)no1)Nc1cc(C(F)(F)F)ccc1Cl,·,-1%,38%,2%,-1.1,6%,-3%,4,-5
O=C(O)C1CCN(c2nc(-c3ccccc3)nc3c2oc2ccccc23)CC1,2%,-2%,-1%,-1%,-1.5,384%[activator],4%,4,-12
CC(=O)Nc1cc(-c2ccc(C(=O)N3CCOCC3)cc2)cn2c(-c3ccc(F)c(Cl)c3)cnc12,·,·,·,-5%,·,-9%,0%,·,-4
COc1ccc(-c2noc(N3CCCC(C(=O)Nc4ccccc4F)C3)n2)cc1 (configuration not stated),0%,-4%,0%,-2%,0.0,27%,-3%,-4,0

# Quoted from the listing:
# Under Vif-APOBEC3F blk, O=C(O)C1CCN(c2nc(-c3ccccc3)nc3c2oc2ccccc23)CC1 is entered as 2%
# Under RGS4 inh, COc1ccccc1C(=O)Nc1ccc(C(=O)Nc2ccccc2C(=O)O)cc1 is entered as -10%
# Under LDHA block, CC(=O)Nc1cc(-c2ccc(C(=O)N3CCOCC3)cc2)cn2c(-c3ccc(F)c(Cl)c3)cnc12 is entered as -4

# The main list resumes, starting three compounds before the break.
SMILES,Vif-APOBEC3F blk,ERG Ets-DNA blk,RGS4 inh,Vif-A3G inh,D2 agonist,ALOX12 inh,Glioma ERSR ind,D2 antagonist,LDHA block
O=C(O)C1CCN(c2nc(-c3ccccc3)nc3c2oc2ccccc23)CC1,2%,-2%,-1%,-1%,-1.5,384%[activator],4%,4,-12
CC(=O)Nc1cc(-c2ccc(C(=O)N3CCOCC3)cc2)cn2c(-c3ccc(F)c(Cl)c3)cnc12,·,·,·,-5%,·,-9%,0%,·,-4
COc1ccc(-c2noc(N3CCCC(C(=O)Nc4ccccc4F)C3)n2)cc1 (configuration not stated),0%,-4%,0%,-2%,0.0,27%,-3%,-4,0
CCOC(=O)C(c1ccccc1)C(Nc1cc(C(F)(F)F)cc(C(F)(F)F)c1)c1ccccn1 (configuration not stated),-11%,-20%,10%,0%,0.3,?,-5%,12,-3
CC1CCN(C(=O)Cn2nnc(-c3ccc([N+](=O)[O-])cc3)n2)CC1,2%,5%,27%,1%,-0.7,-20%,-4%,10,-4
CCCCN(C1CCS(=O)(=O)C1)S(=O)(=O)c1cc(C)ccc1C (configuration not stated),2%,0%,2%,1%,0.4,9%,-3%,-16,-9
Cc1cc(=O)[nH]c2c1c(C)nn2C1CCCCC1,4%,·,-7%,3%,0.6,0%,0%,6,2
CC(=O)N1CCN(Cc2nc3cc(NC(=O)C4CCCCC4)ccc3n2C)CC1,4%,-5%,8%,2%,0.0,-12%,-3%,-29,16
Cc1ccc(-n2c(-c3ccco3)n[nH]c2=S)cc1,6%,21%,-44%,2%,-3.2,?,1%,2,0
CCCCNc1c(-c2cccc(SC(C)CC)c2)nc2ccc(Cl)cn12 (configuration not stated),-4%,-6%,-18%,-3%,·,?,4%,·,5&6
O=C(OCC(=O)N1CCc2ccccc21)C1=COCCO1,-18%,0%,-11%,-5%,0.6,-26%,7%,14,1
CCN(CC)c1ccc(NC(=O)COC(=O)C23CCC(=O)N2c2ccccc2S3)cc1 (configuration not stated),·,-1%,-41%,0%,-0.3,-8%,-3%,-1,0
Cc1cccc(-c2nc3scc(CCNC(=O)c4ccc(Br)o4)n3n2)c1,2%,-4%,-38%,-10%,-0.6,-23%,-1%,·,-2
NC1=NC[C@H](CC2CCCCC2)N1CCc1cc(C(F)(F)F)cc(C(F)(F)F)c1,8%,-13%,17%,3%,1.9,?,-13%,16,3
CCc1nnc(NC(=O)CCC(=O)Nc2ccccc2)s1,-8%,2%,24%,-2%,0.9,66%[activator][57.4 µM],0%,-7,-9
Oc1cccc(-c2nc3c4c(ncn3n2)-c2ccccc2CC42CCCC2)c1,-11%,-1%,16%,-2%,0.0,-6%,-13%,-12,-4
COc1cccc2cc(C(=O)NCc3ccccn3)c(=O)oc12,7%,-10%,-21%,2%,0.4,0%,-3%,44*,-5
COc1ccc(OCC(=O)Nc2cccc(-c3nc4ccccc4[nH]3)c2)cc1,1%,5%,4%,-2%,0.6,2%,1%,-17,3
C#CC[N+](C)(C)C(C#Cc1ccccc1)CC=C (configuration not stated),4%,-7%,-23%,3%,·,-4%&9%,0%,·,1&-1
O=C(CSc1nc2ccsc2c(=O)n1Cc1ccccc1Cl)NCc1ccc(Cl)cc1,0%,0%,1%,2%,0.4,-20%,0%,·,-5
c1ccc(C[C@H]2CNCCN2CC2(c3ccccc3)CC2)cc1,0%,4%,-5%,4%,0.5,4%,-3%,4,-14
COc1ccc(NC(=O)CC2C(=O)N(c3cccc(OC)c3)C(=O)N2CCc2cccs2)cc1 (configuration not stated),-2%,1%,19%,-1%,·,8%,-2%,·,-2

# An excerpt of these results, with two lines to a compound:
# Under each structure: Vif-APOBEC3F blk	ERG Ets-DNA blk	RGS4 inh	Vif-A3G inh	D2 agonist	ALOX12 inh	Glioma ERSR ind	D2 antagonist	LDHA block
O=C(CSc1nc2ccsc2c(=O)n1Cc1ccccc1Cl)NCc1ccc(Cl)cc1
 : 0%	0%	1%	2%	0.4	-20%	0%	·	-5
c1ccc(C[C@H]2CNCCN2CC2(c3ccccc3)CC2)cc1
 : 0%	4%	-5%	4%	0.5	4%	-3%	4	-14

# Only part of the results is shown. The share of hits here may be higher or lower than overall.
